Assay outcomes: PubChem BioAssay, several laboratories
K1F lysis inhibition: inhibition of K1F phage lysis, E. coli UTI89, bacterial capsule biogenesis inhibitors, alamar blue (AID 488966); E. coli UTI89 K1F phage lysis, alamar blue, 2 h; higher % means a stronger effect; inhibition, % at 100 µM; hits with a dose series show IC50 in µM; 0.02% of 340,000 active;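 active = phage lysis inhibition, versus mean bacterial control, above a set limit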;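 note: capsule biogenesis inhibitors block K1F phage lysis so surviving cells raise fluorescence; higher fluorescence means more inhibition of phage lysis; actives were called in the ten point dose series up to 300 µM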
bCat nuc transl: modulators of beta-catenin nuclear translocation, primary screen, imaging, HeLa cells, immunofluorescence, high-content. nuclear translocation activity, % at 5 µM. 0.3% of 190,000 active;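 active = nuclear translocation activity above 50% at 5 µM, with a well cell count of 50 or more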;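 note: per-cell ratio of nuclear to cytoplasmic median beta-catenin stain intensity; plate controls were DMSO negative control for no effect and GSK-3 inhibitor IX positive control for full effect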
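Test system: HeLa cells, endogenous beta-catenin; Compound: single 5 µM dose plus 0.02–20 µM confirmation series; Times: compound exposure 24 h at 37°C; Signal: fluorescence imaging of beta-catenin antibody stain plus DAPI; Read-out: % activation, nuclear-to-cytoplasmic median beta-catenin signal ratio per cell.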
Insulin prom up: insulin promoter activators in MIN6 cells, imaging, high-content screening, mouse beta cells; 0.3% of 190,000 active; z-score at 5 µM; MIN6 insulin promoter-GFP reporter; stronger effect = higher value;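 active = z-score above 3 at 5 µM with at least 500 cells counted in the well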
P. falciparum M1AAP: P. falciparum M1AAP inhibitors, biochemical, fluorogenic H-Leu-NHMec substrate, 1536-well (AID 1445); recombinant M1AAP, H-Leu-NHMec fluorogenic kinetic assay; higher % means a stronger effect; inhibition, % at 30 µM; hits with a dose series show IC50 in µM; 0.42% of 220,000 active;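 active = primary inhibition above the hit cutoff, then over 50% inhibition at one or more dose response concentrations, cut at about 23% in these data, passing the limit was not always enough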;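 note: plate controls were DMSO full reaction for no effect and no enzyme background for full effect; strong numbers were not always called active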
Dynein cargo inh: inhibitors of GR-EGFP nuclear translocation, primary screen, dynein cargo transport inhibitor project, imaging, high-content, 3617.4 mouse cells; test concentration mostly 20 µM; stimulated with dexamethasone, 1 µM; stronger effect = lower value; z-score, hits read low; 0.47% of 220,000 active; AID 1381, 2008;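 active = plate z-score of nuclear minus cytoplasmic receptor signal below a set negative limit, without overly bright fluorescence or cell loss, cut at about -3.5 in these data, passing the limit was not always enough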;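 note: z-score of nuclear minus cytoplasmic ring GR-EGFP intensity difference per well; some compounds called inactive have numbers as strong as hits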
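Schedule: 48 h induction, then 1 h compound, then 30 min agonist, 37 °C. Buffer or medium: tetracycline-free induction medium containing charcoal-stripped FBS. Reagent: 1.0 µM final dexamethasone stimulus. Evaluation: nuclear versus cytoplasmic GR-EGFP signal, averaged per well. Signal: high-content fluorescence imaging after fixation.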
Autophagy HCS: autophagy modulators in MEF cells, primary screen, imaging, high-content, MEF GFP-LC3; MEF GFP-LC3 puncta imaging; test concentration mostly 10 µM; AID 463193, 2010; 0.98% of 190,000 active; calls only at 10 µM (by protocol);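 active = percentage of spot-positive cells more than 3 SD above its plate mean, without a fluorescence outlier flag or 80% toxicity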;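 note: spot-positive cell cutoff set from DMSO-treated cells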
ER stress rescue: rescue of cells from ER stress-induced death, primary screen, 384-well, CSM14.1, thapsigargin, ATP luminescence (AID 1222) | CSM14.1 thapsigargin-induced death rescue, ATP luminescence; higher % means a stronger effect | one-dose cellular ATP content (survival), % at 20 µM; EC50 in µM for titrated hits | 190,000 tested, under 10 active;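 active = EC50 below 50 µM in the dose-response confirmation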;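 note: death triggered by thapsigargin at about 15 µM added after 2 h compound pretreatment; cell ATP read after overnight thapsigargin exposure of roughly 18 to 22 hours; normalized against plate controls of thapsigargin alone and 5% DMSO vehicle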
M17LAP inhibition: P. falciparum M17LAP inhibitors, primary screen, biochemical, fluorogenic H-Leu-NHMec substrate, 1536-well (AID 1619) | recombinant M17LAP, H-Leu-NHMec fluorogenic kinetic assay; higher % means a stronger effect | inhibition, % at 30 µM; hits with a dose series show IC50 in µM | 0.38% of 220,000 active;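 active = compound inhibiting the enzyme by more than half at any dose during confirmatory dose-response retesting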;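 note: plate controls were full reaction with DMSO carrier for no effect and no enzyme background for full effect; strong numbers were not always called active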
MT stabilize HCS: microtubule stabilizers in HeLa cells, primary screen, imaging, high-content imaging | HeLa tubulin immunostaining HCS, 24 h; share of cells brighter than vehicle mean+2SD | % tubulin-high responders, % at 10 µM | 0.83% of 200,000 active;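 active = plate Z-score above 3 for both tubulin-high and condensed-nucleus cell shares, with cell loss under 80%, at 10 µM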;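 note: anti alpha tubulin signal scored within the nucleus-defined area of each cell; some results filed as inactive read as strong as hits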
Dynein cargo inh cytoplasmic EGFP: recorded beside Dynein cargo inh, whose call it bears; z-score; measured here: cytoplasmic GR-EGFP intensity; stronger effect = higher value
Dynein cargo inh nuclear GR-EGFP: also measured in Dynein cargo inh; calls as there; z-score; measured here: nuclear GR-EGFP intensity;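 lower value marks the stronger effect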
Dynein cargo inh cell count: further read-out of Dynein cargo inh, marked with its call; z-score; measured here: cell count per field
Insulin prom up cell count: also measured in Insulin prom up; calls as there; cell count; measured here: cytotoxicity, nuclei count;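 total cells summed across four imaged fields per well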
bCat nuc transl cell count 5 µM: further read-out of bCat nuc transl, marked with its call; cell count; measured here: cell count, cytotoxicity flag
MT stabilize HCS Hoechst-high %: also measured in MT stabilize HCS; calls as there; % Hoechst-high responders; measured here: nuclear condensation Hoechst responders;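 share of cells brighter than vehicle mean plus two SD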
MT stabilize HCS cytotoxicity %: second read-out of MT stabilize HCS, no call of its own (marks repeat the call); toxicity, %; measured here: cytotoxicity by cell density;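 0% = mean cell density of plate MIN control wells and 100% = no cells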
Autophagy HCS cell loss 18 h: also measured in Autophagy HCS; calls as there; toxicity, %; measured here: cell loss, nuclei count;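 cell loss after 18 h compound exposure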
* = called active by the depositor; i = inactive; . = no result given; [ ] = dose if it differs, or a comment.

SMILES	K1F lysis inhibition	bCat nuc transl	bCat nuc transl cell count 5 µM	Insulin prom up	Insulin prom up cell count	P. falciparum M1AAP	Dynein cargo inh	Dynein cargo inh cytoplasmic EGFP	Dynein cargo inh nuclear GR-EGFP	Dynein cargo inh cell count	Autophagy HCS	Autophagy HCS cell loss 18 h	ER stress rescue	M17LAP inhibition	MT stabilize HCS	MT stabilize HCS Hoechst-high %	MT stabilize HCS cytotoxicity %
CC(C)c1ccc(NC(=O)C(c2ccccc2)N2CCN(C=O)CC2)cc1 (stereo unspecified)	3.5%	-0.1	1317	0.44	1560	-0.5%	1.18	-0.139	1.04	-1.71	i	19.5	-1.5%	2.0%	5.0	3.4	7.4
COc1ccc(NC(=O)Cn2c(=O)n(-c3ccccc3)c(=O)c3sccc32)c(OC)c1	0.2%	-2.9	1023	0.82	1719	10.2%	0.027	-0.211	-0.103	0.465	i	-9.3	-0.8%	12.3%	2.4	2.0	8.0
CCn1c(N2CCN(C(=S)NCCc3ccccc3)CC2)nc2ccccc21	7.4%	1.7	1381	-1.24	850	-1.2%	-0.398	-0.19	0.31	-0.399	i	-20.8	20.0%	-2.6%	2.1	1.8	12.1
Cc1ccc(CNC(=O)c2ccc(N3CCCC3=O)cc2)cc1	6.1%	3.3	1363	1.01	1535	4.3%	-0.101	-0.228	-0.222	0.451	i	3.1	-1.0%	-1.1%	1.0	2.0	4.7
COc1cccc(N2CC(C)Cn3c2nc2c3c(=O)n(CCN3CCOCC3)c(=O)n2C)c1 (stereo unspecified)	-0.3%	-2.2	1215	0.26	1154	2.8%	-0.57	-0.105	-0.0317	0.703	i	-35.5	-0.3%	12.3%	1.8	2.7	10.1
COc1ccc(-c2ncncc2-c2csc(C)n2)c(O)c1OC	0.7%	-0.9	1154	.	.	2.6%	-0.192	-0.0109	0.0737	0.391	i	-6.0	-0.7%	12.7%	1.5	1.7	5.6
CS/C(Nc1cc(Cl)ccc1Cl)=C(/C#N)C(=O)c1ccco1	-1.5%	-0.4	1040	-0.52	1277	10.0%	-0.893	1.96	-0.123	0.317	.	.	.	47.4%	.	.	.
CCc1cc(C(=O)OC)c(NC(=O)CC2NCCNC2=O)s1 (stereo unspecified)	2.6%	0.3	1069	-0.89	1286	-0.3%	-0.759	-0.0992	-0.142	1.02	i	4.5	0.7%	0.9%	3.2	2.1	6.2
CCCCn1nc(C(=O)Nc2nc3c(s2)CCCC3)c2ccccc2c1=O	0.5%	2.1	927	.	.	9.8%	-0.58	-0.304	-0.479	0.573	i	4.1	-4.9%	7.0%	4.8	3.6	6.8
Cc1ccc(CC(CC(=O)Nc2cccc(C(F)(F)F)c2)C(=O)O)cc1 (stereo unspecified)	0.8%	-1.2	1089	.	.	0.9%	-0.289	-0.231	-0.236	0.167	i	20.1	-0.1%	2.7%	1.7	1.6	0.2
O=C(NCc1ccco1)c1ccc(Oc2ccccc2)cc1	0.0%	.	.	0.58	891	1.9%	2.35	1.41	1.27	-1.14	i	36.9	-0.2%	10.8%	2.1	1.7	5.9
Cc1ccc(Nc2nc(CSc3nnnn3-c3ccccc3)cc(=O)[nH]2)cc1	0.1%	-0.4	1022	-0.94	1143	1.0%	-0.729	-0.178	-0.316	0.9	i	2.2	1.0%	11.4%	2.7	2.4	7.0
CCOC(=O)c1[nH]c(C)c(C(=O)OCc2c(C)noc2C)c1C	1.1%	-3.3	1188	0.49	1269	2.2%	-1.1	0.0833	-1.08	0.706	i	1.5	-2.7%	4.0%	2.8	1.9	6.1
O=C(Nc1ccc(NC(=O)c2cccs2)cc1)c1ccc2c(c1)OCCO2	0.0%	-1.6	1383	0.26	1087	-1.9%	0.49	-0.187	0.897	-1.7	.	.	.	5.6%	.	.	.
Cc1[nH]c2ccccc2c1C1(O)C(=O)N(C(C)C)c2ccccc21 (stereo unspecified)	0.5%	-2.4	1105	.	.	4.5%	2.35	0.366	1.84	-2.03	i	-18.8	-3.1%	-0.1%	1.2	1.7	7.3
CN(C)NC(=S)Nc1ccc2nc(-c3ccccn3)c(-c3ccccn3)nc2c1	0.4%	-3.0	1074	-0.16	2104	8.3%	1.9	-0.23	1.14	-0.199	i	0.6	1.6%	14.9%	3.4	2.4	7.7
CCOC(=O)CN1CCS(=O)(=O)CC1	0.3%	1.0	890	-0.76	1386	8.0%	-0.532	-0.269	0.471	0.05	i	-4.2	-0.8%	2.2%	3.9	3.0	11.0
CCc1ccc(NS(=O)(=O)c2ccc3[nH]cc(C(=O)NCC4CCCO4)c(=O)c3c2)cc1 (stereo unspecified)	-1.8%	2.4	1227	.	.	2.0%	-0.761	-0.407	-0.277	-0.148	i	5.5	-1.8%	6.4%	2.5	1.3	5.3
O=C(COc1ccccc1)Nc1ccc2c(c1)nc1n2CCOC1	0.0%	-2.4	992	-0.16	1269	-6.0%	0.744	-0.13	0.767	0.173	i	7.5	-0.2%	-7.9%	6.0	3.1	6.0
O=C(O)CONC(=O)c1cc(OCC(F)(F)F)ccc1OCC(F)(F)F	0.4%	-0.9	1320	-0.97	1642	-0.9%	-0.281	-0.169	-0.266	0.423	i	3.2	3.6%	6.1%	0.8	1.8	11.5
O=C(O)c1cc(NN=Nc2ccc(Br)cc2)cc([N+](=O)[O-])c1	-0.3%	-0.3	1327	0.05	1346	18.4%	0.694	-0.27	0.223	-0.149	.	.	.	10.9%	.	.	.
Cc1ccc(NC(=O)CN(C)S(=O)(=O)c2ccc(Br)s2)cc1F	-4.3%	-2.3	553	0.05	1325	0.2%	0.186	-0.285	0.616	0.425	i	8.1	-0.2%	9.6%	3.7	0.9	10.9
CSc1ncccc1C(=O)OCC(=O)N(C)C	2.5%	-3.2	1073	-0.98	1335	7.7%	-1.01	-0.368	-0.476	1.24	i	0.7	-0.1%	-8.1%	2.8	2.2	8.5
CC(=O)c1cnc(Nc2nc(C)c3ccccc3n2)nc1C	.	.	.	0.46	1147	0.8%	-0.196	-0.265	0.217	1.7	i	1.2	-3.1%	-6.7%	2.8	1.8	39.6
CCN(CC)c1cnn(C/C(=N\OC)c2ccc(Cl)cc2)c(=O)c1Br	0.1%	.	.	-0.24	801	1.8%	0.777	0.0116	0.441	-0.00329	i	2.9	1.6%	-3.3%	2.5	2.5	5.6
COc1cccc(OCCNC(=O)c2ccccc2Sc2ccccc2C#N)c1	0.3%[50 µM]	0.3	1070	-0.37	1461	1.1%	0.161	-0.219	0.221	0.116	i	-3.0	-0.2%	-5.6%	1.6	2.3	11.5
O=C(N/N=C/c1cccs1)c1cc(C2CC2)nc2ccccc12	4.8%	61.4*	157*	-0.03	1223	2.7%	1.25	-0.155	0.551	-0.654	i	23.4	-3.8%	1.1%	16.5*	23.6*	58.0*
CCC(Sc1ncccn1)C(=O)Nc1cc(C)on1 (stereo unspecified)	-0.3%	-4.0	507	.	.	-2.1%	0.00986	-0.259	-0.131	0.321	i	-3.8	18.8%	1.1%	4.4	2.3	5.2
CC1=CC(C)C(COC(=O)CN2CCCCC2)C(C)C1 (stereo unspecified)	-1.8%	2.0	1300	0.52	1335	2.4%	-0.0761	0.381	0.00612	-0.122	.	.	.	3.0%	.	.	.
CCCN(CCC)S(=O)(=O)c1ccc(C(=O)Nc2ccc(OCC(=O)N3CCOCC3)cc2)cc1	0.1%	-4.2	1054	1.17	771	-3.0%	-0.751	-0.245	-0.214	0.533	i	8.4	-0.6%	-1.8%	2.2	2.3	7.0
O=S(=O)(Nc1ccc2oc(-c3ccccc3)nc2c1)c1ccccc1	0.0%	2.2	1376	-0.24	1557	-12.2%	-0.619	-0.0822	-0.0492	1.07	i	1.9	-1.9%	2.9%	5.3	4.2	3.9
N/C(COc1cccc(C(F)(F)F)c1)=N\NC(=O)c1cccnc1Oc1ccccc1	3.5%	-4.6	924	-0.11	1622	3.4%	-0.514	-0.0579	0.602	0.0891	i	-28.2	-1.0%	-7.4%	2.0	2.0	6.8
CCc1c(C)nc2ncnn2c1N1CCCC(C(=O)Nc2cc(F)ccc2C)C1 (stereo unspecified)	0.7%[50 µM]	2.3	1169	.	.	-1.1%	1.94	-0.23	1.31	-0.614	i	2.5	-0.4%	-0.6%	2.4	1.7	8.6
CCN(CC)CCN1C(=O)c2oc3ccc(F)cc3c(=O)c2C1c1ccncc1 (stereo unspecified)	0.1%	-2.4	1133	1.35	740	6.6%	-0.865	-0.758	-0.19	0.308	.	.	.	5.6%	.	.	.
Cc1oc2c(CN3CCOCC3)c(O)ccc2c(=O)c1-c1ccccc1	0.4%	-0.9	792	-0.83	1458	4.3%	-0.486	0.412	-0.753	-0.424	i	1.7	-0.9%	-121.1%	5.3	3.9	5.5
CSc1nc(Oc2ccc(Cl)cc2)c2sccc2n1	1.3%	1.2	1122	0.38	1917	-0.8%	0.0123	-0.212	-0.538	0.527	i	8.3	-0.2%	-8.1%	1.0	2.8	11.5
